BL2 CD40 inh: inhibitors of CD40-induced NF-kB signaling, primary screen, BL2 cells, luciferase reporter, single point | CD40L-induced, 4 h | AID 1053188, 2014 | hit rate 0.94% among 83,000 | inhibition, % at 10 µM;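 active = mean inhibition of at least 50% with a set share of replicates also reaching that level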;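 also: 0% = neutral control wells and 100% = IKK inhibitor VII at 50 µM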
* marks the source's active call; other numbers are inactive results; [ ] = another dose, or the depositor's remark. The list is partial; rates above refer to the full screens.

Compound	BL2 CD40 inh
COc1ccccc1Nc1cc(C(=O)NCc2cccnc2)c2ccccc2n1	-27
O=C(Nc1ccc2c(c1)[C@H]1C[C@H](CC(=O)N3CCc4ccccc4C3)O[C@H](CO)[C@H]1O2)c1ccc2c(c1)OCO2	23[25 µM]
CCCn1nnnc1COc1ccc(C(N)=O)cc1	7
O=C(COC(=O)C1CCCC1)Nc1cccc(Cl)c1Cl	5
Cc1noc(C)c1NC(=O)Nc1ccc2c(c1)C(=O)N([C@H](C)CO)C[C@@H](C)[C@H](CN(C)S(=O)(=O)c1cccs1)OCCCC[C@@H](C)O2	-9[25 µM]
Cc1cc(C)cc(NC(=O)NN2C(C)CCCC2C)c1 (stereo not drawn)	4
O=C(Cc1ccncc1)Nc1ccc2c(c1)[C@H]1C[C@@H](CC(=O)NC3CCCC3)O[C@@H](CO)[C@H]1O2	3
CCCOC(=O)c1ccc(NC(=O)CC(C)(C)C)cc1	-86
CCOC(=O)c1cc2c(c(-c3cccc(C#CCN(C)C)c3)n1)[C@@H](CCO)N(S(=O)C(C)(C)C)C2 (stereo partly drawn)	2[25 µM]
C[C@@H]1CN([C@H](C)CO)C(=O)CCCn2cc(nn2)CO[C@H]1CN(C)S(=O)(=O)c1ccc(-n2cccn2)cc1	1[25 µM]
CCC(CO)NCc1ccc(Br)cc1 (stereo not drawn)	11
Cc1nc2cc3ccccc3cc2n1C	-25
O=C(Cc1ccccn1)N1CC(=O)N2[C@H](C1)[C@@H](c1ccc(C#CC3CCCC3)cc1)[C@@H]2CO	-11
CCOc1ccc(NC(=O)CSc2nc3ccsc3c(=O)n2Cc2ccc(C(=O)O)cc2)cc1	-2
O=C(C[C@@H]1CC[C@@H]2[C@H](COC[C@H](O)CN2C(=O)Nc2cccc(F)c2)O1)NCCCN1CCOCC1	-48[25 µM]
Cn1cnnc1Sc1nc2ccccc2nc1NS(=O)(=O)c1ccccc1	3
Cc1[nH]c2ccccc2c1C(=O)COC(=O)C1CCC(=O)N1 (stereo not drawn)	9
CCc1cc2c(=O)[nH]cnc2s1	5
Nc1nc2n(n1)C(=O)CC(c1ccccc1[N+](=O)[O-])N2 (stereo not drawn)	4
Cc1cc(C)n(CC(=O)N/N=C/c2ccco2)n1	6
O=C(Nc1ccc2oc(-c3ccncc3)nc2c1)c1ccccc1	-1
CC1(C)S[C@@H]2[C@H](NC(=O)Cc3ccccc3)C(=O)N2[C@H]1C(=O)O	-9
CCCCc1oc2ccccc2c1C(=O)c1cc(I)c(OCCN(CC)CC)c(I)c1	5
C[C@@H]1CC(=O)NCC/C=C\C[C@@H](c2cccc(Cl)c2)NC1=O	0[25 µM]
COc1cccc(-c2csc(NC(=O)C3CC3)n2)c1	-74
O=C1COc2ccc(C(=O)COC(=O)Cc3ccccc3F)cc2N1	-30
NNC(=O)c1oc2nc(-c3ccccc3)cc(-c3ccco3)c2c1N	6
Cc1ccc(C)c(OCCC(=O)OCC(=O)N(C)c2c(N)n(Cc3ccccc3)c(=O)[nH]c2=O)c1	12
CCCNC(=O)N[C@@H]1C=C[C@@H](CC(=O)N2CCN(C)CC2)O[C@H]1CO	0[25 µM]
COc1cccc(C#Cc2ccc3c(c2)[C@H]2[C@H](CCN2S(=O)(=O)c2cccc(OC)c2)[C@H](CO)N3)c1	-14
O=C(COC(=O)c1ccccn1)NNC(=O)c1ccc([N+](=O)[O-])cc1	1
C/C(=N\OC(=O)c1c(-c2ccccc2Cl)noc1C)c1ccncc1	9
CCCCCn1nc(C)c2c(C)cc(=O)[nH]c21	5
COc1ccc(OC)c(NC(=O)COC(=O)c2ccc(S(=O)(=O)N3CCCCC3)cc2)c1	16
COc1ccc(OC)c(NC2=C(Cl)C(=O)N(Cc3ccccc3)C2=O)c1	1
O=C1CN(C(=O)COC(=O)c2ccco2)c2ccccc2N1	11
COc1cccc(-c2ccc([C@H]3[C@H](CO)N4CCCCN(C(=O)c5ccc6c(c5)OCO6)C[C@@H]34)cc2)c1	-8[25 µM]
O=C(COC(=O)c1cccnc1)Nc1ccccc1	-2
COc1ccc(C(=O)NCC(c2cccs2)N2CCc3ccccc32)c(OC)c1 (stereo not drawn)	19
Cc1ncc([N+](=O)[O-])n1CC(=O)NC(C)(C)C	-20
O=C(NCCN1C(=O)S/C(=C\c2ccccc2F)C1=O)C1=COCCO1	-21
CC(C)CN1CCN(Cc2cccn2-c2ccccn2)CC1CCO (stereo not drawn)	-10
C[C@H](CO)N1C[C@H](C)[C@@H](CN(C)C(=O)Nc2cccc3ccccc23)Oc2ccc(N(C)C)cc2C1=O	-14[25 µM]
O=C(Nc1ccc2c(c1)OCO2)c1ccc(S(=O)(=O)N2CCCC2)cc1	1
CN(CC(=O)Nc1ccccc1Cl)C(=O)COC(=O)c1ccc(Cl)nc1	1
COc1ccc(C=C2c3ccccc3C(=O)c3ccccc32)c(OC)c1	-3
c1ccc(-c2noc(C3CCCCC3)n2)nc1	-44
COc1ccc(S(=O)(=O)N2CC[C@@H]3[C@H](CO)N(C)c4ccc(-c5ccc(F)cc5)cc4[C@@H]32)cc1	8
Cc1ccc(S(=O)(=O)N2CCOCC2)cc1NC(=O)COC(=O)COc1cccc2c1OC(C)(C)C2	9
O=C(c1ccc(F)cc1)N1[C@@H]2CNc3ccccc3[C@@H]2[C@@H]1CO	4[25 µM]
Cc1cc(C)n2nc(C(=O)OCC(=O)Nc3ccc4c(c3)OCCO4)nc2n1	14
O=C(O)c1cnn2c(C(F)F)cc(C(F)F)nc12	7
COc1ccc2ccccc2c1CNC(=O)CC1C(=O)NCCN1CC(C)(C)C (stereo not drawn)	15
COCCn1c(=O)sc2ccccc2c1=O	10
COc1ccc(N2CCN(C(=O)COC(=O)CNC(=O)c3ccc(C)cc3)CC2)cc1	9
C[C@H]1CN([C@@H](C)CO)C(=O)CCCn2nncc2CO[C@@H]1CN(C)Cc1ccc(Cl)c(Cl)c1	3[25 µM]
COc1ccc(NC(=O)N(C)C[C@@H]2OCc3ccccc3-c3ccccc3C(=O)N([C@@H](C)CO)C[C@H]2C)c(OC)c1	-5[25 µM]
COc1ccc(N2CCN(C(=O)c3ccc(-n4nc(C)cc4C)cc3)CC2)cc1	-2
Cn1c(=O)[nH]c(=O)c2c1nc(NC1CCCC1)n2Cc1ccccc1	18
O=C(CC1S/C(=N/N=C/c2cccs2)NC1=O)Nc1ccccc1F (stereo not drawn)	10

Additional results follow.
Compound	BL2 CD40 inh
Cn1cnnc1SC1CCCCC1NS(=O)(=O)c1ccccc1 (stereo not drawn)	7
Cc1csc(NC(=O)CN2C(=O)COc3ccc(Cl)cc32)n1	0
COC(=O)c1nc2ccccc2s1	-5
O=C(NC1CC1)C1CCN(c2ncccn2)CC1	7
CN(Cc1ccco1)C(=O)C1CCC(=O)N1Cc1ccc(F)cc1 (stereo not drawn)	14
O=C(Nc1ccc(C(F)(F)F)cc1)N1C[C@@H]2N[C@H](C1)C2c1ccc(-c2cccc(F)c2)cc1 (stereo partly drawn)	70*
CCOC(=O)c1ccccc1NC(=O)C1CCCO1 (stereo not drawn)	7
O=C(Nc1ccc2c(c1)OCO2)N[C@@H]1CC[C@@H](CCNC(=O)C2CC2)O[C@H]1CO	-10
C[C@@H]1CCCCO[C@@H](CN(C)C(=O)Nc2ccc(C(F)(F)F)cc2)[C@H](C)CN([C@H](C)CO)C(=O)c2cc(NS(=O)(=O)c3cn(C)cn3)ccc2O1	19[25 µM]
COc1ccccc1NS(=O)(=O)c1cccc(C(=O)N(C)Cc2cccs2)c1	12
C[C@@H]1CN([C@@H](C)CO)C(=O)CCCn2nncc2CO[C@@H]1CN(C)C(=O)Nc1ccc2c(c1)OCO2	-11
COc1ccc(-c2ccc(SCC(=O)N3CCOCC3)nn2)cc1	-30
CCCNC(=O)N1[C@@H]2CN(C(=O)c3ccncc3)c3ccccc3[C@@H]2[C@@H]1CO	4[25 µM]
CC1CN(C(=O)COc2coc(CN3CCc4ccccc4C3)cc2=O)CC(C)O1 (stereo not drawn)	11
COc1ccccc1C1CCN(c2ccc([N+](=O)[O-])cn2)CC1	-13

(listing goes on)
Structure | BL2 CD40 inh
COC(=O)c1cc(=O)nc2sc(-c3cccs3)nn12 | 3
COc1ccc2c3c([nH]c2c1)[C@@H](CO)N(S(=O)(=O)c1ccc(C)cc1)CC31CCN(Cc2nccs2)CC1 | -14[25 µM]
Cc1ccc(C(=O)NC(=C(Cl)Cl)S(=O)(=O)c2ccc(Cl)cc2)cc1 | 25
CCCCCCn1c(SCC(C)C)nc2c1c(=O)[nH]c(=O)n2C | 8
COc1ccc2c3c(n(C)c2c1)[C@@H](CO)N(CC1CC1)CC31CN(C(=O)CC2CC2)C1 | 1[25 µM]
CN1c2ccc(-c3ccc(C#N)cc3)cc2[C@H]2[C@H](CCN2S(=O)(=O)c2ccc(F)cc2)[C@H]1CO | -5[25 µM]
Cc1ccc(S(=O)(=O)N(C)c2ccc(OC(C)C(=O)N3CCCC3)cc2)cc1C (stereo not drawn) | 15
CN(C)C(CNC(=O)c1ccc2nccnc2c1)c1ccco1 (stereo not drawn) | -21
C[C@@H]1CN([C@@H](C)CO)C(=O)CCCn2cc(nn2)CO[C@@H]1CN(C)C(=O)C1CCCCC1 | 15
c1ccc(-n2nnnc2-c2cnc(-c3ccncc3)nc2-c2cccs2)cc1 | 4
Cc1ccc(-c2cnc(-c3ccncc3)o2)cc1 | -55
Cc1cc2nnc(SCC(=O)N3CCCCC3)n2c(N)n1 | 2
COc1ccc(-c2cnc3n2CCCCC3)cc1 | 2
C[C@@H]1CN([C@H](C)CO)C(=O)c2c(c3ccccc3n2C)-c2ccccc2CO[C@@H]1CN(C)C(=O)[C@H](Cc1ccccc1)N(C)C | 33[25 µM]
CCOC(=O)C1CCN(C(=O)COc2ccc3c(C)cc(=O)oc3c2)CC1 | -9
CCOC(=O)C(CCc1ccccn1)c1ccccc1 (stereo not drawn) | 9
CC(=O)c1cccc(OCc2cc(C(=O)N(C)CCC3CCOCC3)no2)c1 | -96
CSc1nc(Oc2ccc3ccccc3c2)c2ccccc2n1 | 2
O=C(O)c1cc(S(=O)(=O)NCCOc2ccccc2)ccc1Cl | -3
O=C(NCC(=O)N1CC(O)CC1C(=O)N1CC(O)CC1C(=O)OCc1ccccc1)OCc1ccccc1 (stereo not drawn) | 0
COc1cc(F)ccc1-c1cc(C(=O)NCc2cc(C(F)(F)F)cc(C(F)(F)F)c2)[nH]n1 | 2
CN1C2CCC1CC(NS(=O)(=O)c1ccc(C#N)cc1)C2 (stereo not drawn) | 4
CCOC(=O)C1(Cc2cccc(OC)c2)CCCN(C(=O)CCc2cccnc2)C1 (stereo not drawn) | -85
O=C(COC(=O)c1cc([N+](=O)[O-])ccc1N1CCOCC1)Nc1cc(F)ccc1F | -10
COC(=O)[C@H](CCSC)NC(=O)Nc1cc(OC)cc(OC)c1 | 14
Cc1nn(C(C)(C)C)c(OC(=O)c2ccco2)c1Sc1ccccc1 | 21
COc1ccc2c3c([nH]c2c1)[C@@H](CO)N(C(=O)c1ccccc1)CC31CN(C(=O)c2cccc(F)c2)C1 | 12
O=C(Nc1cc(F)ccc1F)N[C@H]1CC[C@@H](CCn2cc(C3CCCCC3)nn2)O[C@H]1CO | 6[25 µM]
O=C(Cn1c(=O)c(=O)n(Cc2ccccc2)c2ccc(Cl)cc21)NCC1CCCO1 (stereo not drawn) | 8
CC(=O)c1ccc(NCC(=O)N2CCN(S(=O)(=O)c3ccccc3)CC2)cc1 | 10
O=C(c1scc2c1CCCC2)N1CCCCC1 | 3
CCOC(=O)C1CCCN(CCC(=O)Nc2ccccc2)C1 (stereo not drawn) | 14
CCN1CCCC(OC(=O)c2cc(-c3ccc(C)cc3)nc3ccccc23)C1 (stereo not drawn) | -20
COCCNC(=O)C(C#N)c1nc2ccccc2nc1N1CCCCCC1 (stereo not drawn) | 13
O=C(NNc1nc2c(F)cc(F)cc2s1)C1COc2ccccc2O1 (stereo not drawn) | -4
CCOC(=O)c1cnc(/N=C/N(C)C)s1 | -11
Cc1ccc(C)c(NC(=O)COC(=O)c2cccc(S(=O)(=O)N3CCCCC3)c2)c1 | 1
COc1ccc(S(=O)(=O)N2CC3CCCN3c3cc(C(F)(F)F)ccc32)cc1 (stereo not drawn) | 7
CC(C)Cc1ccc(S(=O)(=O)N2CCCC2)cc1 | 2
Cc1ccc(Cc2nnc(SCC(=O)Nc3ccccc3C)[nH]c2=O)cc1 | 5
CC(C)NC(=O)Nc1cccc2c1O[C@@H](CN(C)C(=O)Nc1ccccc1)[C@H](C)CN([C@H](C)CO)C2=O | 1[25 µM]
CO[C@H]1CN(C)C(=O)c2ccc(NC(=O)c3ccno3)cc2OC[C@@H](C)N(S(C)(=O)=O)C[C@H]1C | -1[25 µM]

Source: PubChem (Broad Institute)
